BioA inh: BioA (M. tuberculosis) enzyme inhibition. inhibition, % at 9.99 µM. hit rate 0.096% among 360,000. purified M. tuberculosis BioA enzyme, plate reader. AID 602481; in the data active means inhibition above about 40%
The depositor's hits bear a star; & = joins results of further samples. A portion of the library; the hit share may differ from the screen's.

SMILES | BioA inh
CC(C)c1cn(CC[C@@H]2CC[C@@H](NC(=O)C3CCC3)[C@@H](CO)O2)nn1 | -2.9
C[C@H](CO)N1C[C@H](C)[C@@H](CN(C)Cc2ccc(Oc3ccccc3)cc2)Oc2ncc(-c3cccnc3)cc2C1=O | 4.6
CCCNC(=O)C[C@H]1C[C@@H]2c3cc(NC(=O)Nc4ccccc4F)ccc3O[C@@H]2[C@H](CO)O1 | -0.2
COc1cccc(NC(=O)N(C)C[C@H]2Oc3cc(C#CC4(O)CCCC4)ccc3S(=O)(=O)N([C@@H](C)CO)C[C@H]2C)c1 | 1.1
C[C@@H]1CN([C@@H](C)CO)C(=O)Cc2cc(NC(=O)Cn3cnnn3)ccc2O[C@H]1CN(C)Cc1ccncc1 | 17
O=C(C[C@H]1C=C[C@H](NC(=O)c2cccc(F)c2)[C@@H](CO)O1)NCc1ccc(Oc2ccccc2)cc1 | -0.7
C[C@@H]1CN([C@@H](C)CO)C(=O)c2cc(C#Cc3ccccc3)cnc2O[C@@H]1CN(C)C(=O)CCN1CCCCC1 | -1.1
C[C@@H]1CN([C@@H](C)CO)C(=O)c2cc(NS(=O)(=O)c3cccs3)ccc2O[C@H]1CN(C)C(=O)Nc1cccc2ccccc12 | -0.6
CN1CCCCN2[C@H](C1)[C@@H](c1ccc(-c3ccccc3)cc1)[C@@H]2CO | -0.2
Cc1noc(C)c1S(=O)(=O)N(C)C[C@@H]1Oc2ccc(N(C)C)cc2CC(=O)N([C@@H](C)CO)C[C@H]1C | -2.4

In a second layout: results already given
SMILES,BioA inh
C[C@@H]1CN([C@@H](C)CO)C(=O)c2cc(C#Cc3ccccc3)cnc2O[C@@H]1CN(C)C(=O)CCN1CCCCC1,-1.1
C[C@@H]1CN([C@@H](C)CO)C(=O)c2cc(NS(=O)(=O)c3cccs3)ccc2O[C@H]1CN(C)C(=O)Nc1cccc2ccccc12,-0.6
CN1CCCCN2[C@H](C1)[C@@H](c1ccc(-c3ccccc3)cc1)[C@@H]2CO,-0.2

More entries follow.
SMILES | BioA inh
CC(C)NC(=O)N(C)C[C@@H]1OCCCC[C@H](C)Oc2ccc(NS(=O)(=O)c3cccs3)cc2C(=O)N([C@H](C)CO)C[C@@H]1C | -1.0
C[C@H](CO)N1C[C@H](C)[C@H](CN(C)C(=O)Nc2ccc(F)cc2)Oc2c(NC(=O)Nc3ccc(C(F)(F)F)cc3)cccc2C1=O | -1.0
C[C@H]1CN([C@@H](C)CO)C(=O)Cc2cc(NC(=O)Nc3ccc(F)cc3)ccc2O[C@H]1CN(C)C(=O)Nc1ccc2c(c1)OCO2 | -0.1
CCCN1[C@@H]2c3ccc(-c4cccc(F)c4)c(=O)n3C[C@H]1[C@H](CO)[C@H]2C(=O)NCC1CC1 | 0.9
C[C@H]1CN([C@@H](C)CO)C(=O)CCCn2nncc2CO[C@@H]1CN(C)Cc1ccc(C(=O)Nc2ccccc2N)cc1 | -0.3
C[C@H]1CN([C@@H](C)CO)S(=O)(=O)c2ccc(-c3cncnc3)cc2O[C@H]1CN(C)C(=O)Cc1cccnc1 | -8.2
CCC(=O)N(C)C[C@H]1Oc2ncc(-c3ccccc3C)cc2C(=O)N([C@H](C)CO)C[C@H]1C | -2.5
C[C@@H]1CN([C@H](C)CO)S(=O)(=O)c2ccc(C3=CCCC3)cc2O[C@@H]1CN(C)Cc1ccccc1F | -0.4
CCC(=O)N(C)C[C@H]1Oc2ncc(C3=CCCC3)cc2C(=O)N([C@@H](C)CO)C[C@H]1C | -2.7
C[C@H](CO)N1C[C@H](C)[C@H](CN(C)C(=O)Cc2cccnc2)Oc2ncc(-c3cccnc3)cc2C1=O | -2.2

Grouped by structure: those above with fluorine.
SMILES | BioA inh
CCCNC(=O)C[C@H]1C[C@@H]2c3cc(NC(=O)Nc4ccccc4F)ccc3O[C@@H]2[C@H](CO)O1 | -0.2
O=C(C[C@H]1C=C[C@H](NC(=O)c2cccc(F)c2)[C@@H](CO)O1)NCc1ccc(Oc2ccccc2)cc1 | -0.7
C[C@H](CO)N1C[C@H](C)[C@H](CN(C)C(=O)Nc2ccc(F)cc2)Oc2c(NC(=O)Nc3ccc(C(F)(F)F)cc3)cccc2C1=O | -1.0
C[C@H]1CN([C@@H](C)CO)C(=O)Cc2cc(NC(=O)Nc3ccc(F)cc3)ccc2O[C@H]1CN(C)C(=O)Nc1ccc2c(c1)OCO2 | -0.1
CCCN1[C@@H]2c3ccc(-c4cccc(F)c4)c(=O)n3C[C@H]1[C@H](CO)[C@H]2C(=O)NCC1CC1 | 0.9
C[C@@H]1CN([C@H](C)CO)S(=O)(=O)c2ccc(C3=CCCC3)cc2O[C@@H]1CN(C)Cc1ccccc1F | -0.4

Next compounds.
SMILES | BioA inh
C[C@@H]1CCCCO[C@@H](CN(C)CC2CCCCC2)[C@H](C)CN([C@@H](C)CO)C(=O)c2cc(NS(=O)(=O)c3ccc(Cl)cc3)ccc2O1 | 9.3
CO[C@@H](C(=O)N(C)C[C@@H]1OCc2ccccc2-c2c(n(C)c3ccccc23)C(=O)N([C@@H](C)CO)C[C@@H]1C)c1ccccc1 | 2.1
COc1ccc(NC(=O)Nc2cccc3c2O[C@H](CN(C)Cc2ccncc2)[C@H](C)CN([C@H](C)CO)C3=O)cc1 | 1.0
COc1ccc(S(=O)(=O)N(C)C[C@@H]2Oc3ccc(NC(=O)C4CC4)cc3C(=O)N([C@@H](C)CO)C[C@H]2C)cc1 | 3.1
C[C@@H]1CN([C@H](C)CO)C(=O)c2cc(NC(=O)Nc3ccccc3)ccc2O[C@@H](C)CCCCO[C@H]1CN(C)S(=O)(=O)c1cccs1 | 0.4
CCCC(=O)Nc1ccc2c(c1)C(=O)N(C)[C@@H]1CC[C@@H](CC(=O)NC3CCCC3)O[C@@H]1CO2 | 32
CO[C@H]1CN(C)C(=O)c2cc(NS(C)(=O)=O)ccc2OC[C@@H](C)N(C)C[C@@H]1C | -1.8
O=C(C[C@@H]1C[C@H]2c3cc(NC(=O)Nc4ccccc4F)ccc3O[C@H]2[C@H](CO)O1)NCCc1ccccc1 | -2.7
C[C@@H]1CN([C@H](C)CO)C(=O)Cc2cc(NS(C)(=O)=O)ccc2O[C@H]1CN(C)C(=O)Nc1ccc(F)cc1 | -1.3
CC(C)NC(=O)N(C)C[C@@H]1Oc2c(NC(=O)c3nc4ccccc4s3)cccc2C(=O)N([C@@H](C)CO)C[C@@H]1C | -2.0
O=C(Nc1ccc(F)cc1)N1C[C@H]2[C@@H](c3ccccc31)[C@@H](CO)N2C(=O)Cc1ccccc1 | -2.2
O=C(Nc1ccccc1F)N1CCCCN2[C@H](CO)[C@H](c3ccc(-c4cccnc4)cc3)[C@H]2C1 | 3.8
C[C@H](CO)N1C[C@H](C)[C@H](CN(C)S(=O)(=O)c2ccccc2)Oc2ccc(NS(C)(=O)=O)cc2CC1=O | -2.3
CC(C)NC(=O)Nc1ccc2c(c1)C(=O)N([C@@H](C)CO)C[C@H](C)[C@H](CN(C)S(=O)(=O)c1ccc(Cl)cc1)O2 | -1.1
O=C(C[C@@H]1CC[C@H]2[C@@H](COC[C@@H](O)CN2Cc2nccs2)O1)N1CCC(Cc2ccccc2)CC1 | 0.5
O=C(Nc1ccccc1)N1C[C@@H]2[C@H](c3ccccc31)[C@@H](CO)N2Cc1ccccc1 | 2.2
C[C@H]1CN([C@@H](C)CO)S(=O)(=O)c2ccc(-c3cncnc3)cc2O[C@H]1CN(C)Cc1cncnc1 | 1.1
O=C(Nc1ccc(Cl)cc1)N1C[C@@H]2[C@H](c3ccccc31)[C@H](CO)N2C(=O)C1CC1 | 3.4
C[C@@H]1CCCCO[C@@H](CN(C)Cc2ccc3c(c2)OCO3)[C@@H](C)CN([C@@H](C)CO)C(=O)c2cc(NS(=O)(=O)c3cccs3)ccc2O1 | -0.8&-2.3
CO[C@H]1CN(C)C(=O)c2cc(NC(=O)Nc3ccccc3)ccc2OC[C@@H](C)N(CC2CC2)C[C@H]1C | 0.1
C[C@H](CO)N1C[C@H](C)[C@@H](CN(C)Cc2ccccc2)Oc2ccc(NC(=O)CCCCCC(=O)Nc3ccccc3N)cc2CC1=O | -0.5
COc1ccc(S(=O)(=O)N(C)C[C@H]2Oc3ccc(NS(=O)(=O)c4ccc(Cl)cc4)cc3C(=O)N([C@H](C)CO)C[C@@H]2C)cc1 | -2.5
C[C@H]1CN([C@@H](C)CO)C(=O)c2cc(NC(=O)Nc3ccccc3)ccc2O[C@H]1CN(C)S(=O)(=O)c1cn(C)cn1 | -0.2
Cc1noc(C)c1S(=O)(=O)Nc1ccc2c(c1)C(=O)N([C@H](C)CO)C[C@H](C)[C@@H](CN(C)C(=O)c1ccccc1)OCCCC[C@@H](C)O2 | -6.1
O=C(C[C@@H]1C[C@H]2c3cc(NC(=O)NC4CCCCC4)ccc3O[C@H]2[C@@H](CO)O1)NCC1CC1 | -0.4
C[C@@H]1CCCCO[C@H](CN(C)S(=O)(=O)c2cn(C)cn2)[C@@H](C)CN([C@@H](C)CO)C(=O)c2cc(N(C)C)ccc2O1 | -0.4
Cc1ccc(S(=O)(=O)N(C)C[C@H]2Oc3ccc(NC(=O)Cc4cn(C)c5ccccc45)cc3CC(=O)N([C@@H](C)CO)C[C@H]2C)cc1 | 1.0
C[C@H](NC(=O)C[C@H]1C=C[C@@H](NC(=O)C2CCC2)[C@@H](CO)O1)c1ccccc1 | -1.2
C[C@@H]1CN([C@H](C)CO)C(=O)c2cc(NC(=O)C3CC3)ccc2O[C@H]1CN(C)Cc1ccc(C(=O)O)cc1 | 0.9
CCC(=O)Nc1ccc2c(c1)C(=O)N(C)[C@H]1CC[C@@H](CC(=O)N[C@@H](C)c3ccccc3)O[C@H]1CO2 | 0.5
Cc1ccccc1CN(C)C[C@H]1OCc2cn(nn2)CCCC(=O)N([C@H](C)CO)C[C@H]1C | -0.3
CCNC(=O)C[C@H]1C=C[C@H](NC(=O)C2CC2)[C@@H](CO)O1 | 2.0
O=C(C[C@@H]1CC[C@H]2[C@@H](COC[C@@H](O)CN2C(=O)c2ccc(F)cc2)O1)Nc1nccs1 | 0.9
C[C@H](CO)N1C[C@H](C)[C@@H](CN(C)Cc2ccc(C(=O)O)cc2)Oc2ccc(NS(C)(=O)=O)cc2CC1=O | -2.2
C[C@H]1CN([C@@H](C)CO)C(=O)c2cc(NS(C)(=O)=O)ccc2O[C@H]1CN(C)S(C)(=O)=O | 0.3
COc1ccccc1-c1cn(CC[C@@H]2CC[C@H](NC(=O)C3CCCCC3)[C@H](CO)O2)nn1 | 8.2
C[C@H](CO)N1C[C@H](C)[C@H](CN(C)C(=O)c2ccccc2)OCCCC[C@H](C)Oc2ccc(NC(=O)Nc3ccc4c(c3)OCO4)cc2C1=O | -2.9
C[C@H]1CN([C@@H](C)CO)C(=O)c2cc(Br)cnc2O[C@@H]1CN(C)S(=O)(=O)c1ccc(F)cc1 | 4.1
C[C@@H]1CCCCO[C@H](CN(C)C(=O)Nc2ccc3c(c2)OCO3)[C@H](C)CN([C@@H](C)CO)C(=O)c2cc(NC(=O)NC3CCCCC3)ccc2O1 | -0.8
C[C@H](CO)N1C[C@H](C)[C@H](CN(C)Cc2ccncc2)Oc2cc(C#CC3CC3)ccc2S1(=O)=O | 5.9
Cc1ccc(S(=O)(=O)N[C@@H]2C=C[C@@H](CC(=O)NCCCN(C)C)O[C@H]2CO)cc1 | 0.8
COc1ccc(NC(=O)N(C)C[C@@H]2Oc3c(cccc3N(C)C)C(=O)N([C@H](C)CO)C[C@@H]2C)cc1 | -0.7
CO[C@@H]1CN(C)C(=O)c2cc(NC(=O)Nc3ccccc3Cl)ccc2OC[C@@H](C)N(S(C)(=O)=O)C[C@H]1C | -4.2
CO[C@H]1CN(C)C(=O)c2cc(NC(=O)C3CCC3)ccc2OC[C@H](C)N(C)C[C@@H]1C | -1.8
C[C@H]1CN([C@@H](C)CO)S(=O)(=O)c2ccc(C#CC(C)(C)O)cc2O[C@H]1CN(C)C(=O)C1CCC1 | 2.1
COc1ccc(NC(=O)N(C)C[C@H]2OCCCC[C@H](C)Oc3ccc(NC(=O)Nc4ccc(C(F)(F)F)cc4)cc3C(=O)N([C@H](C)CO)C[C@@H]2C)cc1 | -1.4
N#C[C@@H]1[C@H](c2ccccc2)[C@H](CO)N1C(=O)C1CCCC1 | -1.9
CO[C@@H](CN(C)Cc1cc(F)ccc1F)[C@@H](C)CN([C@@H](C)CO)S(=O)(=O)c1ccc(C)cc1 | 0.9
O=C(C[C@@H]1C[C@@H]2c3cc(NC(=O)CC4CC4)ccc3O[C@@H]2[C@H](CO)O1)NCc1ccc2c(c1)OCO2 | -2.0
Cn1cnc(S(=O)(=O)N[C@@H]2C=C[C@H](CC(=O)NCC3CC3)O[C@@H]2CO)c1 | 2.2
The results go on.
SMILES | BioA inh
C[C@@H]1CN([C@@H](C)CO)C(=O)c2cccc(NC(=O)Nc3ccc(F)cc3)c2O[C@@H]1CN(C)C(=O)Nc1ccccc1 | 1.1
Cn1cnc(CCNC(=O)C[C@H]2CC[C@H]3[C@@H](COC[C@H](O)CN3C(=O)C3CCCC3)O2)c1 | -1.7
COc1ccc(NC(=O)N(C)C[C@H]2Oc3ccc(NC(=O)Nc4ccccc4)cc3C(=O)N([C@H](C)CO)C[C@@H]2C)cc1 | 0.2
O=C(C1CCOCC1)N1C[C@@H]2[C@H](c3ccccc31)[C@H](CO)N2Cc1ccccc1F | 4.5
C[C@@H]1CN([C@@H](C)CO)C(=O)c2cc(-c3cccc(F)c3)cnc2O[C@@H]1CN(C)C(=O)c1ccccn1 | 0.3
C[C@@H]1CCCCO[C@@H](CN(C)C(=O)CCCN(C)C)[C@@H](C)CN([C@@H](C)CO)C(=O)c2cc(NS(=O)(=O)c3ccc(Cl)cc3)ccc2O1 | -0.5
C[C@@H]1CN([C@@H](C)CO)C(=O)c2ccccc2-c2ccccc2CO[C@H]1CN(C)CC1CC1 | 1.2
CCCN(C)C[C@H]1OCCCC[C@@H](C)Oc2ccc(N(C)C)cc2C(=O)N([C@H](C)CO)C[C@H]1C | -1.5
C[C@H]1CN([C@@H](C)CO)C(=O)c2cccc(NC(=O)c3ccc(-c4nccs4)cc3)c2O[C@@H]1CN(C)Cc1ccc(Oc2ccccc2)cc1 | 0.1
C[C@@H]1CN([C@H](C)CO)C(=O)c2cc(N(C)C)ccc2O[C@H]1CN(C)S(C)(=O)=O | 0.2
